AID2073: disruptors of CaV2.2 binding to Mint1 – biochemical, HTRF (AID 2073). HTRF protein-protein interaction, Mint1-CaV2.2; higher % means a stronger effect. inhibition, % at 20 µM; hits with a dose series show IC50 in µM. 0.19% of 290,000 active; in the data active means inhibition mostly above about 51%, no sharp cut-off; inconclusive means no clear call, values can overlap the other calls; inactive means mostly below about 53%; further: some results filed as inactive read as strong as hits
GPR55 beta-arrestin: GPR55 agonists via beta-arrestin recruitment, primary screen, imaging, U2OS cells, beta-arrestin-GFP redistribution (AID 1961) | U2OS GPR55 beta-arrestin-GFP redistribution imaging; higher % means a stronger effect | activation, % at 10 µM, or EC50 in µM where a hit was titrated | 0.048% of 290,000 active;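 active means activation above 40% with more than 50 cells counted in the well; inconclusive means wells holding fewer than 50 cells, flagged as toxic or sparse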;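 further: U2OS osteosarcoma cells stably expressing GPR55 and beta-arrestin-GFP; plate controls were DMSO negative control for no effect and LPI positive control for full effect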
KOR beta-arrestin-1: kappa opioid receptor blockers – cell-based, luminescence, uHTS (AID 1778) | KOR beta-arrestin recruitment, luminescence, antagonist mode; higher % means a stronger effect | one-dose inhibition, % at 10 µM; IC50 in µM for titrated hits | 0.091% of 290,000 active; further: strong numbers were not always called active
NOD1 inhibition: inhibition of NOD1-driven NF-kB reporter – cell-based, luminescence, uHTS, primary screen (AID 1578). NOD1-driven NF-kB luciferase reporter cells, luminescence; higher % means a stronger effect. one-dose inhibition, % at 4 µM; EC50 in µM for titrated hits. 1% of 290,000 active; in the data active means inhibition mostly above about 36%, no sharp cut-off; inactive means mostly below about 34%;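 further: HEK-293T reporter cells stimulated with the NOD1 agonist gamma-tri-DAP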
HEK293 NOD2/NF-kB: NOD2 signaling inhibitors, cell-based, luminescence, uHTS, HEK293 (AID 1566) | HEK293 NOD2/NF-kB luciferase reporter, luminescence; higher % means a stronger effect | inhibition, % at 4 µM, or EC50 in µM where a hit was titrated | 0.63% of 290,000 active; further: many of its hits are not listed in these tables
M17LAP inhibition: P. falciparum M17LAP inhibitors, primary screen, biochemical, fluorogenic H-Leu-NHMec substrate, 1536-well (AID 1619); 0.38% of 220,000 active; recombinant M17LAP, H-Leu-NHMec fluorogenic kinetic assay; higher % means a stronger effect; one-dose inhibition, % at 30 µM; IC50 in µM for titrated hits;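 active means compound inhibiting the enzyme by more than half at any dose during confirmatory dose-response retesting; inconclusive means strong single-dose inhibitors picked by rank but not retested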;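 further: plate controls were full reaction with DMSO carrier for no effect and no enzyme background for full effect; strong numbers were not always called active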
Dynein transport: blocks dynein driven cargo transport along microtubules | AID 1381 | 3617.4 mouse cells, GR-EGFP nuclear translocation imaging; test concentration mostly 20 µM; stimulated with dexamethasone, 1 µM; active compounds read low | z-score, hits read low | 0.47% of 220,000 active;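 active means plate z-score of nuclear minus cytoplasmic receptor signal below a set negative limit, without overly bright fluorescence or cell loss, cut at about -3.5 in these data, passing the limit was not always enough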;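 further: z-score of nuclear minus cytoplasmic ring GR-EGFP intensity difference per well; some compounds called inactive have numbers as strong as hits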
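medium = tetracycline-free induction medium containing charcoal-stripped FBS | probe or stimulus = dexamethasone, 1.0 µM final | timing = 48 h induction, then 1 h compound, then 30 min agonist, 37 °C | detection = automated 10x imaging of fixed Hoechst-stained cells | read-out basis = nuclear versus cytoplasmic GR-EGFP signal, averaged per well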
KOR beta-arrestin-2: kappa opioid receptor activators – cell-based, luminescence, uHTS, primary screen (AID 1777) | KOR beta-arrestin recruitment, luminescence; higher % means a stronger effect | one-dose activation, % at 10 µM; EC50 in µM for titrated hits | 0.02% of 280,000 active; in the data active means activation above about 50%, passing the limit was not always enough; further: a part of the inactive calls stands beside numbers as strong as those of hits
M1AAP inhibition: P. falciparum M1AAP inhibitors, biochemical, fluorogenic H-Leu-NHMec substrate, 1536-well (AID 1445); inhibition, % at 30 µM; hits with a dose series show IC50 in µM; recombinant M1AAP, H-Leu-NHMec fluorogenic kinetic assay; higher % means a stronger effect; 0.42% of 220,000 active;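 active means primary inhibition above the hit cutoff, then over 50% inhibition at one or more dose response concentrations, cut at about 23% in these data, passing the limit was not always enough; inconclusive means conflicting primary data, or primary hits not chosen for dose response; inactive means low primary inhibition, or under 50% at every dose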;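 further: plate controls were DMSO full reaction for no effect and no enzyme background for full effect; strong numbers were not always called active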
Dynein transport cytoplasmic EGFP: recorded beside Dynein transport, whose call it bears; z-score; measured here: cytoplasmic GR-EGFP intensity; active compounds read high
Dynein transport nuclear GR-EGFP: recorded beside Dynein transport, whose call it bears; z-score; measured here: nuclear GR-EGFP intensity;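 lower value marks the stronger effect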
Dynein transport cell count: further read-out of Dynein transport, marked with its call; z-score; measured here: cell count per field
* = called active by the depositor; ? = inconclusive; · = not tested or not shown; [ ] = dose if it differs, or a comment. Unless noted, no stated cut-off is given here; in the data, active means inhibition above about 50%; inactive means the rest. Not all compounds are listed (hit frequency here may not be typical).

mol,Dynein transport,KOR beta-arrestin-2,Dynein transport nuclear GR-EGFP,KOR beta-arrestin-1,Dynein transport cytoplasmic EGFP,NOD1 inhibition,M17LAP inhibition,HEK293 NOD2/NF-kB,Dynein transport cell count,M1AAP inhibition,AID2073,GPR55 beta-arrestin
C/C(Cl)=C\Cn1c(O)c(N=O)c2ccccc21,1.1,-3.7%,0.75,-13%,-0.39,20%,5%,-6%,1,-2%,-2%,0.7%
COc1cc2ccccc2cc1C(=O)Nc1ccc(Br)cn1,·,-2.3%,·,-48%[20 µM],·,-55%,·,-9%,·,·,11%,0.8%
O=C(COC(=O)c1ccc(S(=O)(=O)N2CCOCC2)cc1)NC1CCCCCC1,-0.84,-0.5%,-0.26,9%,-0.34,-6%,0%,4%,0.41,-1%,15%,0.3%
CC(C)c1nc2cc(C(=O)N3CCNC(=O)C3c3cccc(F)c3)ccc2o1 (stereo not drawn),·,7.6%,·,24%,·,-31%,·,1%,·,·,7%,-0.1%
O=C(COc1ccccc1)NNC(=O)c1cccs1,1.2,1.9%,0.38,-8%,-0.26,-29%,0%,-2%,-0.78,2%,-6%,0.2%
CC1CCCCN1C(=O)NC12CC3CC(CC(C3)C1)C2 (stereo not drawn),1.1,·,0.37,13%,-0.49,-2%,3%,6%,0.084,-2%,-8%,-0.1%
CCc1ccc(C(=O)CSc2n[nH]c(C)n2)cc1,-0.82,-8.7%,-0.15,-19%,-0.21,-16%,63µM*,6%,0.66,4%,-2%,0.2%
C/C(=N/NC(=O)c1ccncc1)c1c[nH]c2ccccc12,1.7,3.4%,0.33,18%,-0.32,-37%,2%,-6%,-1.4,5%,1%,-0.3%
S=C(NCc1ccncc1)NC1CCCCC1,0.084,-2.1%,0.24,4%,-0.28,-10%,-1%,5%,0.11,-4%,-2%,0.2%
COc1cccc(CNC(=O)C2CCN(S(=O)(=O)c3ccc4c(c3)CC(C)N4C(=O)C3CC3)CC2)c1 (stereo not drawn),·,-0.7%,·,-46%,·,2%,·,12%,·,·,-1%,-0.1%
O=C(c1ccccc1Oc1ccccc1)N1CCN(c2ccccc2F)CC1,0.29,-1.8%,-0.012,4%,-0.16,4%,-6%,-2%,0.53,1%,-4%,0.3%
CC(=O)Oc1ccc(C(=O)Nc2ccccc2C(=O)Nc2cccc(C(=O)O)c2)cc1,·,4.8%,·,-7%,·,3%,·,2%,·,·,6%,-0.3%
COc1ccc(N2C3=[N+](CCCC3)CC2(C)O)cc1 (stereo not drawn),·,-3.1%,·,21%,·,-3%,-3%,1%,·,0%,1%,-0.1%
O=[N+]([O-])c1cc2c(c(CSc3ncccn3)c1)OCOC2,-0.43,-3.3%,-0.35,-3%,-0.21,-44%,-11%,-20%,0.23,11%,-4%,-0.2%
CC1CC2(C)Oc3ccccc3CC2C(C)C1CNCCCN(C)C (stereo not drawn),2.6,-2.0%,1.6,-3%,-0.037,-41%,3%,-1%,-0.5,-2%,-1%,-0.4%
Cc1ccc(NC(=O)CCN2C(=O)OC(C)(C)C2(C)O)cc1 (stereo not drawn),0.23,2.3%,0.4,9%,0.044,1%,0%,13%,-0.5,0%,13%,-0.6%
CC(C)CCc1c(O)nc(SCC(=O)N2CCCCCC2)[nH]c1=O,·,6.3%,·,-65%,·,-30%,·,0%,·,·,11%,0.0%
COc1ccc2c(CC(=O)OCC(=O)Nc3ccc(S(N)(=O)=O)cc3)coc2c1,-0.41,-1.0%,0.55,23%,-0.17,-7%,16%,12%,-0.41,12%,17%,-1.5%
CC1CCc2c(sc(NC(=O)COC(=O)C3CCCO3)c2C#N)C1 (stereo not drawn),0.77,0.1%,-0.0063,-13%,-0.31,-12%,1%,-28%,-0.11,3%,-16%,-0.4%
O=c1[nH]cnc2c1c(-c1ccccc1)cn2-c1cccc(Cl)c1,·,3.3%,·,-46%,·,-4%,·,13%,·,·,10%,-0.2%
O=C(N/N=C/c1coc2ccc(Cl)cc2c1=O)c1cc(O)cc(O)c1,·,-6.4%,·,3%,·,32%,·,-18%,·,·,14%,-0.1%
Cn1ncc([N+](=O)[O-])c1C(=O)NC1CCCCCC1,·,-1.0%,·,-10%,·,-36%,·,2%,·,·,-2%,0.0%
O=C(NN1CCOCC1)NC12CC3CC(CC(C3)C1)C2,0.055,5.8%,0.17,13%,-0.17,-9%,17%,-13%,-0.19,5%,-17%,0.3%
Cc1nc(Br)c(Br)c(C)c1Br,-0.13,1.1%,-0.39,13%,-0.82,-7%,-3%,-11%,0.18,9%,7%,0.0%
COc1ccc(NC(=O)C/C(C)=N/NC(=O)c2ccco2)c([N+](=O)[O-])c1,·,-5.7%,·,-41%,·,-24%,·,2%,·,·,7%,-0.2%
COc1ccc(OC)c(S(=O)(=O)Nc2ccc(CC(=O)O)cc2)c1,0.63,-2.5%,0.79,-9%,-0.19,-5%,-7%,11%,-0.001,-1%,9%,0.2%
S=c1[nH]nc(COc2ccccc2)n1/N=C/C=C/c1ccccc1,-0.21,-5.6%,0.18,31%,-0.1,-5%,3%,-2%,1.3,0%,-23%,-0.1%
CN(C)S(=O)(=O)c1cccc(C(=O)c2nccn2C)c1,-0.58,-1.5%,-0.24,1%,-0.17,11%,0%,-1%,-0.22,5%,13%,0.1%
Cn1c(=O)n(CCN2CCOCC2)c(=O)c2c1nc1n2CCCN1c1ccccc1,·,11%,·,51%*,·,4%,·,-8%,·,·,8%,-0.1%
COc1ccc2[nH]cc(CCn3ccc(O)c(C/C=C/c4ccccc4)c3=O)c2c1,1.9,-0.1%,1.2,-12%,0.07,-18%,-4%,-2%,-0.97,13%,-3%,-0.2%
C/C(N)=C(/C#N)C(=O)COC(=O)c1cccc(O)c1,1.7,-2.5%,0.44,-21%,-0.16,-30%,21%,-4%,-0.55,13%,-6%,0.4%
CCN1CCN(CC(=O)c2ccc(OC)cc2)CC1,-0.15,-3.8%,0.24,18%,-0.38,-9%,4%,17%,1.3,11%,-5%,-0.2%
CCOc1ccc(OCc2ccc(C(=O)NN)o2)cc1,0.32,2.5%,0.074,11%,-0.26,-1%,3%,-59%,-0.23,7%,-18%,0.0%
CCC(CC)C(=O)NN(C(=O)c1ccncc1)C1CC(=O)N(c2ccccc2)C1=O (stereo not drawn),-0.65,1.6%,-0.52,-30%,-0.27,-7%,3%,12%,0.2,1%,-2%,0.0%
COc1ccc(OC)c(C(=O)CSc2nnc(-c3cccs3)n2C)c1,-0.45,2.2%,-0.16,51%,-0.25,-25%,3%,-5%,0.016,3%,-8%,-0.1%
CCOC(=O)N1CCN(C(=O)c2ccc(SC)cc2OC)CC1,-0.55,-3.9%,-0.054,-2%,-0.23,-11%,3%,5%,0.88,0%,-7%,-0.1%
CCOC(=O)c1c(C)nc2c3ccccc3ccn12,2.2,-5.0%,0.91,35%,-0.22,-43%,-3%,-90%,-1.1,3%,5%,-0.2%
CC(C)COC(=O)/C(C#N)=C/c1cn(Cc2ccccc2)c2ccccc12,-0.42,1.6%,-0.48,-37%,-0.3,-4%,-4%,12%,0.76,5%,-4%,-0.2%
O=C(Nc1ccc(F)cc1)N1CCN(C/C=C/c2ccccc2)CC1,-0.052,6.7%,-0.025,33%,-0.15,-22%,0%,-4%,-0.18,6%,-12%,0.6%
CCn1c(NC(C)=O)c(-c2ccccc2Cl)c(=O)c2ccccc21,·,-0.6%,·,-9%,·,-9%,·,7%,·,·,18%,0.0%
COc1ccc(-c2nc(N)nc(C(F)(F)F)c2-c2csc(C)n2)c(O)c1,1,1.1%,0.38,8%,-0.26,2%,9%,23%,-0.12,7%,?,0.0%
CCCC[n+]1c(-c2ccc(Cl)cc2Cl)csc1Nc1ccccc1,0.32,8.4%,-0.038,19%,-0.26,-15%,1%,-20%,0.28,6%,0%,-0.3%
Cc1ccc(NC(=O)CSc2nnc(CNC(=O)c3ccco3)o2)cc1,-0.73,-7.2%,0.14,5%,-0.28,-23%,0%,7%,0.96,-2%,-7%,-0.2%
O=C(C1=NN[C@@H]2C(=O)N(c3cccc(C(F)(F)F)c3)C(=O)[C@H]12)c1ccc2ccccc2n1,0.059,1.2%,-0.09,-1%,-0.27,88%*,16%,16%,0.23,8%,7%,-0.2%
Cc1nnc(SCC(=O)Nc2ccc3c(c2)OCO3)o1,0.31,-2.3%,0.41,16%,-0.28,-5%,8%,0%,-1.6,7%,-2%,-0.2%
COc1cc(C2C(C(C)=O)=C(C)Nc3ncnn32)ccc1O (stereo not drawn),-1,5.3%,-0.55,-20%,-0.37,-30%,-1%,-10%,1,13%,-1%,0.3%
Cc1cccc(NCc2ccccc2O)c1,1.5,-5.7%,1.2,45%,-0.23,-17%,7%,-9%,-1.7,1%,-5%,0.0%

Source: PubChem BioAssay
